# PvdQ acylase – P. aeruginosa PvdQ acylase inhibitors, primary screen, biochemical, fluorescence, plate reader and imaging, single point | PvdQ acylase [Pseudomonas aeruginosa LESB58] | purified PvdQ acylase | inhibition, % at 10 µM | actives 0.063% (n = 340,000); in the data active = inhibition above about 30%, passing the limit was not always enough;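 also: 0% = vehicle neutral wells and 100% = reference inhibitor wells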
# NSD2 inh – NSD2 histone methyltransferase inhibitors, primary screen, biochemical, AlphaScreen, single concentration, set 2 | NSD2 peptide methylation, 120 min | inhibition, % at 12.5 µM | actives 0.54% (n = 310,000) | AID 743445, 2014; in the data active = inhibition above about 50%
# PfHsp90 set2 – growth inhibition of PfHsp90-expressing yeast, primary screen, antimalarial PfHsp90 inhibitor project, S. cerevisiae, BacTiter-Glo luminescence, single point, set 2; AID 504621, 2011; actives 0.32% (n = 310,000); inhibition, % at 9.4 µM; BacTiter-Glo ATP, 48 h; yeast lacking PDR1 and PDR3 efflux regulators;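 active = every replicate shows inhibition above about 80%, whatever the replicate mean, limit read from the data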;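 also: 0% = DMSO neutral controls and 100% = 20 µM radicicol positive controls; yeast relying on Plasmodium falciparum Hsp90 in place of its own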
# Rtt109 Vps75 – inhibitors of C. albicans Rtt109/Vps75 HAT, primary screen, biochemical, ThioGlo CoA-SH fluorescence, plate reader; AID 540336, 2011; Histone acetyltransferase RTT109 (Candida albicans (strain SC5314 / ATCC MYA-2876)), …; purified Rtt109/Vps75, 4 h; inhibition, % at 34.9 µM; actives 0.16% (n = 330,000);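 active = inhibition of at least 50% in every replicate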
# Target sequence (Q5AAJ8 whole entry, looked up): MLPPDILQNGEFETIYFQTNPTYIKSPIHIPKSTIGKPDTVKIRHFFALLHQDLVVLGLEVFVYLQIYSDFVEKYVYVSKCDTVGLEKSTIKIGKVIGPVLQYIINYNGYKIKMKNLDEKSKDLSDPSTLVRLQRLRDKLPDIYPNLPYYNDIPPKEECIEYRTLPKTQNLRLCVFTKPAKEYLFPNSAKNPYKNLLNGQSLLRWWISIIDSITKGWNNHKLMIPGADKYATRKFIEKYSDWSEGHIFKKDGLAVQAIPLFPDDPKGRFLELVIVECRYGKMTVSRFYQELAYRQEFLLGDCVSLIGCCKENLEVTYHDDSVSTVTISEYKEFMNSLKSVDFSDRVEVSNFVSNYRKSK
# SUMO Mot1 rescue – yeast Mot1-301 growth rescue at high temperature, primary screen, SUMOylation pathway inhibitor project, S. cerevisiae, ATP luminescence, 38.5C; S. cerevisiae Mot1-301 growth rescue; percent above DMSO median, 100 means doubled; growth rescue, % at 18.8 µM; actives 1% (n = 320,000); AID 2716, 2010;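 active = every valid replicate shows activation above 250% relative to neutral control wells; inactive = the rest, any valid replicate at or below 250%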;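 also: OY570 slx delta 5 strain wells were the positive control but not used for scaling; some compounds called inactive have numbers as strong as hits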
# RTF Ca sens inh – cardiac RTF calcium sensitivity inhibitors, primary screen, biochemical, IANBD-TnC fluorescence, EC70 calcium | Troponin I, cardiac muscle (Homo sapiens) + Troponin T, cardiac muscle (Homo sapiens) + … | IANBD-labeled cardiac RTF, Ca2+ fluorescence | inhibition, % at 7.15 µM | actives 0.12% (n = 340,000) | AID 493244, 2011;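 active = inhibition above the mean inhibition of all tested compounds plus 3 SD, cut at about 17% in these data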;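 also: assay run at fixed EC70 calcium of 1.6 mM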
# CDK5 p35 inh – inhibitors of human CDK5/p35 kinase, primary screen, biochemical, single concentration. actives 0.01% (n = 330,000). inhibition, % at 10 µM. Cyclin-dependent kinase 5 (Homo sapiens) + Cyclin-dependent kinase 5 activator 1 (Homo …. Recombinant CDK5/p35, ADP-Glo luminescence, 60 min;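 active = highest replicate inhibition of at least 50% and at least 75% of replicates reaching 50%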;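 also: plate controls were DMSO neutral control for no effect and GW8510 at 10 µM for full effect; many of its hits are not listed in these tables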
# LANA DNA inh – inhibitors of KSHV C-LANA binding to DNA, primary screen, biochemical, fluorescence polarization, FAM-LBS DNA, MBP-C-LANA, single point; Kaposi's sarcoma herpesvirus LANA C-terminal domain (residues 932-1162) DNA binding; inhibition, % at 9 µM; actives 0.078% (n = 340,000); AID 504423, 2011;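 active = highest replicate inhibition at or above 60% at 9 µM, even if other replicates fall short; inactive = all replicates below 60% inhibition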;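 also: 0% = neutral control wells and 100% = 4 µM acridine orange control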
# Keap1-Nrf2 PPI – Keap1-Nrf2 protein-protein interaction inhibitors, primary screen, biochemical, fluorescence polarization, single point | inhibition, % at 9.4 µM | actives 0.15% (n = 340,000) | Kelch-like ECH-associated protein 1 (Homo sapiens), Q14145 | Keap1 Kelch-Nrf2 peptide fluorescence polarization, 1536-well; in the data active = inhibition above about 12%;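 also: human Keap1 Kelch domain with fluorescein labeled Nrf2 9mer peptide probe; 0% = neutral control wells and 100% = peptide positive control; higher means more block of Keap1 binding to Nrf2 peptide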
# dFosB activator – activators of delta FosB homodimer, primary screen, biochemical, fluorescence polarization, TAMRA-CDK5 oligo, single point | AID 493131, 2011 | Protein FosB (Mus musculus), P13346 | purified delta FosB; percent of positive-control signal above neutral wells | actives 0.99% (n = 340,000) | activation, % at 25 µM;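 active = mean activation above about 17%, with every replicate also reaching it, limit read from the data, passing the limit was not always enough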;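 also: fluorescence polarization rise as delta FosB binds a TAMRA Cdk5 AP-1 oligo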
# Target sequence (P13346 whole entry, looked up): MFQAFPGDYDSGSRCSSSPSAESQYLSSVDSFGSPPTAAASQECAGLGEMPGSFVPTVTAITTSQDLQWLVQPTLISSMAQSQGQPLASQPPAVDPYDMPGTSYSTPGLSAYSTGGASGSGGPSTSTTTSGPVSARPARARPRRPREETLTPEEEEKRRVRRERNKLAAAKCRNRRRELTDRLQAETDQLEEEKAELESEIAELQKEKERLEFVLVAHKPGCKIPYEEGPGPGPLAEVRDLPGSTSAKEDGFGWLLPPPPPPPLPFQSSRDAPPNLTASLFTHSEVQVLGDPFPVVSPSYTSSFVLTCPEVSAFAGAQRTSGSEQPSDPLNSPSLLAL
# RTF Ca sens act – cardiac RTF calcium sensitivity activators, primary screen, biochemical, IANBD-TnC fluorescence, EC20 calcium | actives 0.24% (n = 340,000) | IANBD-labeled TnC RTF fluorescence at EC20 calcium; 0% EC20 calcium, 100% full calcium | Troponin I, cardiac muscle (Homo sapiens) + Troponin T, cardiac muscle (Homo sapiens) + … | AID 493008, 2010 | activation, % at 7.2 µM;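 active = activation above the mean over all tested compounds plus 3 SD, cut at about 30% in these data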;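 also: rise in fluorescence read as greater calcium sensitivity of cardiac thin filaments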
# Numbers without * were called inactive; / = not tested or not shown.
SMILES,PvdQ acylase,NSD2 inh,PfHsp90 set2,Rtt109 Vps75,SUMO Mot1 rescue,RTF Ca sens inh,CDK5 p35 inh,LANA DNA inh,Keap1-Nrf2 PPI,dFosB activator,RTF Ca sens act
COc1ccccc1N1CCN(C(=O)CN(c2ccc(C)c(C)c2)S(C)(=O)=O)CC1,-5,-1,-25,12,10,-7,1.4,-0.4,-2,-9,5
Cc1ccnc(NC(=O)CNC(=O)c2ccco2)c1,-5,0,/,-14,-3,-7,2.1,1.6,-2,3,1
CCOc1ccc(CCNC(=O)CCc2nc3ccccc3[nH]2)cc1OCC,-3,-2,-15,-1,/,1,-1.1,0.8,-6,-5,-2
CCC(CC)C(=O)OCC(=O)Nc1ccc(S(=O)(=O)N2CCOCC2)cc1OC,-10,1,-11,-12,-13,-3,-0.9,0.3,-4,-4,2
CC1=NNC(=O)C1CC(=O)N/N=C/c1ccncc1 (centres undefined),1,1,-10,2,7,3,0.8,-3.2,3,0,4
Cc1ccc(NCN2C(=O)C3C4C=CC(C4)C3C2=O)cc1 (centres undefined),-7,3,-58,-13,-7,-8,0.1,0.6,5,-3,1
CC(C(=O)Nc1ccccc1)N1CCN(c2ccccn2)CC1 (centres undefined),-10,4,-6,1,-4,-3,0.8,3.8,-2,0,3
CCCOc1ccc(CN(C)c2ncnc(N)n2)cc1,7,-5,20,21,-9,-4,-0.8,-0.3,3,1,-2
CCCCC[C@@H]1C=C(C(=O)O)[C@H](c2ccc(F)cc2)N1S(=O)(=O)c1ccc(C)cc1,-9,/,18,6,75,0,-0.7,1.5,1,0,3
CC(=O)c1nn(-c2ccc(Br)cc2)cc1C(=O)c1ccccc1,-2,-2,27,-9,-7,-3,-2.0,0.6,4,0,1
Cc1ccc(-n2ncc3c(=O)[nH]c(SCC(=O)N4CCOCC4)nc32)cc1,-3,/,-4,5,-3,-3,1.1,0.0,-1,-1,-5
COc1ccc(/C=C/C(=O)Nc2cc(C)nn2-c2nc3ccccc3[nH]2)cc1,7,0,-15,-7,7,-14,/,-0.3,0,-12,0
CCC1CN(C(=O)N2CCC(C(=O)NCCc3ccc(OC)cc3OC)CC2)c2ccccc2O1 (centres undefined),6,-1,2,2,22,17,-1.0,-2.1,2,-12,3
COc1ccc(Nc2cc(Cl)nc(N)n2)cc1OC,-15,4,-25,2,-7,-3,-0.2,1.1,-2,-3,4
O=C(O)c1ccc([N+](=O)[O-])c2c1C(=O)c1ccccc1C2=O,-7,3,-6,0,-8,1,-0.9,-0.4,-2,-5,-3
CC(=O)Nc1cc(C(=O)c2ccccc2)ccc1N1CCOCC1,-3,-7,-10,0,4,1,-0.4,-0.6,-2,-1,4
COc1ccc(C)cc1S(=O)(=O)N(CC(=O)Nc1cc([N+](=O)[O-])ccc1C)c1ccc(C)c(C)c1,11,-2,-23,-11,51,1,1.7,2.2,-1,1,-2
CCC1CCCCN1C(=O)CCn1ccnc1 (centres undefined),5,-2,-2,6,-17,1,-0.6,-0.5,-1,-5,2
CCc1nc(=O)c(-c2ccccc2)c(C)n1-c1ccccc1,-7,-3,-18,-13,-7,-3,0.3,0.9,-6,-4,0
CCOC(=O)Cc1csc(NC(NC(=O)OCC)(C(F)(F)F)C(F)(F)F)n1,-20,3,2,-2,-8,-6,1.2,-0.1,-2,-7,-1

# Full records, looked up by structure:
# CC(=O)c1nn(-c2ccc(Br)cc2)cc1C(=O)c1ccccc1 across the screens: PvdQ acylase = -2; NSD2 inh = -2; PfHsp90 set2 = 27; Rtt109 Vps75 = -9; SUMO Mot1 rescue = -7; RTF Ca sens inh = -3; CDK5 p35 inh = -2.0; LANA DNA inh = 0.6; Keap1-Nrf2 PPI = 4; dFosB activator = 0; RTF Ca sens act = 1
# COc1ccccc1N1CCN(C(=O)CN(c2ccc(C)c(C)c2)S(C)(=O)=O)CC1 across the screens: PvdQ acylase = -5; NSD2 inh = -1; PfHsp90 set2 = -25; Rtt109 Vps75 = 12; SUMO Mot1 rescue = 10; RTF Ca sens inh = -7; CDK5 p35 inh = 1.4; LANA DNA inh = -0.4; Keap1-Nrf2 PPI = -2; dFosB activator = -9; RTF Ca sens act = 5

# (list continues)
SMILES,PvdQ acylase,NSD2 inh,PfHsp90 set2,Rtt109 Vps75,SUMO Mot1 rescue,RTF Ca sens inh,CDK5 p35 inh,LANA DNA inh,Keap1-Nrf2 PPI,dFosB activator,RTF Ca sens act
CCN(CC(=O)NCc1ccc(Cl)cc1)C(=O)COc1ccc(C)cc1C,-20,0,26,-2,7,-8,4.2,-0.7,-6,-22,3
CNc1c(NC(=O)c2ccc3c(c2)OCO3)c(=O)oc2ccccc12,-6,13,-8,-7,-15,-1,-0.8,0.7,0,-2,3
O=S(=O)(Nc1ccc(N2CCOCC2)cc1)c1ccc(F)cc1F,3,8,/,-3,8,-11,0.3,-1.6,2,-5,-2
Cc1ccc(-c2c3c(=O)n(C)c(=O)n(C)c3cn2-c2ccccc2O)cc1,-13,3,10,4,/,3,0.5,2.5,4,-8,3
COc1ccc2ccccc2c1/C=N/NC(=O)c1cc(C)[nH]n1,-6,12,-15,10,20,-5,0.9,-0.1,-2,-13,-1
COC(=O)c1c[nH]n2c(=O)cc(CCl)nc12,1,-2,3,-3,3,-3,-1.5,3.6,5,-4,-4
Cc1ccc(NC2c3ncccc3C(=O)N2C2CCCCC2)cc1 (centres undefined),-6,3,-41,6,10,0,-3.3,0.9,-7,-14,0
CC1(C)CC(=O)C2=C(C1)OC(/N=C/N1CCOCC1)=C(C#N)C2c1ccccc1 (centres undefined),-6,-1,39,7,-10,2,0.8,1.2,-3,1,2
CC(Oc1cccc(Br)c1)C(=O)N1CCCN(C)CC1 (centres undefined),-3,0,-8,-6,6,-2,0.8,2.8,-3,4,-2
Cc1cc2oc(=O)cc(-c3ccccc3)c2c(C)c1-c1ccc(CO)cc1,-16,/,-36,3,/,-5,0.2,-2.4,-5,-12,3
COc1ccc2c(C)cc(C)nc2n1,-10,14,2,1,-4,-14,1.4,-0.7,-3,-4,3
CCOc1ccccc1OCC(=O)Nc1ccc(N2CCOCC2)cc1N1CCOCC1,-4,3,16,-6,/,1,-1.7,0.5,0,-6,-12
Cc1cc(C)c(S(=O)(=O)N(C)CC(=O)NCc2ccncc2)c(C)c1,13,0,-7,0,9,-5,1.9,-1.3,-2,-9,1
S=C(N/N=C/c1ccc2ncccc2c1)Nc1ccccc1,-8,-26,-20,4,19,0,1.2,-1.9,-10,-19,2
Fc1ccc2cnc(CCO[C@H]3CCCCO3)cc2c1,3,/,-5,-5,64,-5,1.1,0.5,-4,1,-5
Cc1ccc(NC(=O)Cc2nnc(SCC(=O)Nc3nncs3)n2C)cc1,-5,-3,-9,-11,-6,10,0.2,16,2,5,-7
CC(C)C[C@H](N)C(=O)N1CCC(C(=O)N[C@H](C(=O)NC(C)c2ccccc2)C(C)C)CC1 (some centres undefined),-6,/,-13,8,788*,7,0.2,-0.9,-1,7,7
Cc1cccc(C(=O)NCC(=O)NC2CCC(C)CC2)c1 (centres undefined),-26,-2,/,0,6,-4,-7.1,-0.1,-2,-6,-5
COc1ccc(CCNC(=O)C2CCCN(c3ncccn3)C2)cc1 (centres undefined),-15,-1,-31,-3,-11,2,-2.5,-0.6,-4,6,0
O=C(O)/C=C\C(=O)NCc1ccccc1,-9,2,/,-12,2,-11,-0.9,1.5,-1,-4,0

# Shown with each value named: two of the compounds above.
SMILES: COc1ccc2c(C)cc(C)nc2n1
  PvdQ acylase: -10
  NSD2 inh: 14
  PfHsp90 set2: 2
  Rtt109 Vps75: 1
  SUMO Mot1 rescue: -4
  RTF Ca sens inh: -14
  CDK5 p35 inh: 1.4
  LANA DNA inh: -0.7
  Keap1-Nrf2 PPI: -3
  dFosB activator: -4
  RTF Ca sens act: 3

SMILES: CCOc1ccccc1OCC(=O)Nc1ccc(N2CCOCC2)cc1N1CCOCC1
  PvdQ acylase: -4
  NSD2 inh: 3
  PfHsp90 set2: 16
  Rtt109 Vps75: -6
  SUMO Mot1 rescue: /
  RTF Ca sens inh: 1
  CDK5 p35 inh: -1.7
  LANA DNA inh: 0.5
  Keap1-Nrf2 PPI: 0
  dFosB activator: -6
  RTF Ca sens act: -12

# Further records follow.
SMILES,PvdQ acylase,NSD2 inh,PfHsp90 set2,Rtt109 Vps75,SUMO Mot1 rescue,RTF Ca sens inh,CDK5 p35 inh,LANA DNA inh,Keap1-Nrf2 PPI,dFosB activator,RTF Ca sens act
O=C1C2CC(O)CN2C(=O)N1c1ccccc1 (centres undefined),-16,1,0,-4,13,-11,2.4,0.2,-7,-1,2
CC1CC1C(=O)Nc1nc(-c2ccccn2)cs1 (centres undefined),-7,1,19,-3,1,-1,0.2,0.7,-2,-2,1
O=C(c1ccco1)N1CCCC(c2nc3c(nnn3Cc3cccc(Cl)c3)c(=O)[nH]2)C1 (centres undefined),-5,4,-23,-1,-8,-16,1.0,-1.0,1,-2,1
CCOc1ccccc1N1CC(C(=O)Nc2cc(Cl)ccc2-n2cncn2)CC1=O (centres undefined),-11,-1,-26,1,-3,-4,2.3,0.2,1,-3,5
Cc1ccc2c(c1)CC(C)N2S(=O)(=O)c1nnc(NC(=O)CC(C)C)s1 (centres undefined),-16,-3,1,-1,-4,-5,-1.3,-0.1,-4,27*,1
Cc1ccc(S(=O)(=O)ON=C2CCN(S(=O)(=O)c3ccccc3)CC2)cc1,-10,/,2,-17,9,-7,0.1,0.5,-4,5,2
COC(=S)Nc1cccc(C(F)(F)F)c1,-10,1,-18,6,-3,/,-0.5,0.1,-5,-2,/
CC(=O)N1CCN(S(=O)(=O)c2cccc(C(=O)Nc3ccc(F)c(F)c3)c2)CC1,-11,-1,-6,7,-12,-6,-0.2,-0.2,-1,-8,1
